FXIIa inh = inhibitors of human coagulation factor XIIa | P00748 | purified FXIIa, Boc-QGR-AMC fluorogenic substrate, 2 h | inhibition, % at 5 µM | 220,000 compounds, 0.3% hits; in the data active = inhibition above about 40%;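 note: 0% = enzyme with no compound and 100% = blank without enzyme; many of its hits are not listed in these tables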
Furin inhibitor = blocks human furin protease activity | inhibition, % at 30 µM | purified furin, fluorogenic substrate cleavage | 220,000 compounds, 0.061% hits; in the data active = inhibition above about 25%; note: inactives centre near -15
Target sequence (P09958 108-714 limits assumed): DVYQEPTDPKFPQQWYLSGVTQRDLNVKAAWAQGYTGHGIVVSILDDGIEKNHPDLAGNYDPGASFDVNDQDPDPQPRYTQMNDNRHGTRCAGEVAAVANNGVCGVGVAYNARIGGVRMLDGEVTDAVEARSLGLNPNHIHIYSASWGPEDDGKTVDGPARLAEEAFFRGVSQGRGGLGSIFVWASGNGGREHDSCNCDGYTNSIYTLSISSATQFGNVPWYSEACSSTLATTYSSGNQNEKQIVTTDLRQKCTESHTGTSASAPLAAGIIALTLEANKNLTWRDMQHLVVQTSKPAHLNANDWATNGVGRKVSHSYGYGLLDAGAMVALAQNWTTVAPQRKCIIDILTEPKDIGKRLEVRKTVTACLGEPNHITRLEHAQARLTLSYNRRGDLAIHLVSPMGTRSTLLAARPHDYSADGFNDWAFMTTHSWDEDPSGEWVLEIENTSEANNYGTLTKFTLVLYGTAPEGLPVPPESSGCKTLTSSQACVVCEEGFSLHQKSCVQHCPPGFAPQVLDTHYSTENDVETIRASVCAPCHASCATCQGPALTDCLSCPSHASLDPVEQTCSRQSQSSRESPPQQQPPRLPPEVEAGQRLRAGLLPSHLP
thrombin 1536 = blocks human thrombin protease activity; P00734; alpha-thrombin, Boc-VPR-AMC fluorogenic substrate cleavage; inhibition, % at 5 µM; 220,000 compounds, 0.26% hits;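 active = inhibition at or above 40%; inactive = inhibition below 40%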;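 note: 0% = enzyme with no compound and 100% = wells without enzyme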
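Material: human alpha-thrombin protein; Also added: Boc-VPR-AMC substrate, 15 µM final; Timing: enzyme reaction carried out at room temperature; Signal: fluorescence, ex 355 nm, em 460 nm; Measure: % inhibition of thrombin; Controls: enzyme without compound as high, wells lacking enzyme as low.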
Cl transport mod = KCC2 (human) Cl- transport modulation | Q9H2X9 | AID 1456 | 190,000 compounds, 2.2% hits | B-score of Tl+ flux slope (higher = more flux/activation; lower = inhibition) at 10 µM | KCC2 cells, thallium flux FluoZin-2 fluorescence;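 active = thallium flux slope and its plate-corrected score both differing from the plate sample mean at a set confidence after two filtering rounds, in either direction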;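 note: slope of fluorescence scaled to starting intensity during 10 to 20 s after thallium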
m-calpain inh = calpain II (pig) inhibition | 220,000 compounds, 0.37% hits | purified calpain II, fluorogenic peptide substrate, 30 min | inhibition, % at 16 µM;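 active = inhibition above about 50%, limit read from the data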
KLK5 inh = blocks human kallikrein 5 protease activity; Q9Y337; recombinant hK5, fluorogenic AMC substrate cleavage; inhibition, % at 5 µM; 210,000 compounds, 0.59% hits; AID 873;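 active = inhibition of 40% or more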;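 note: 0% = enzyme controls without compound and 100% = no-enzyme blanks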
FXIa inh = factor XIa (human) inhibition. AID 798. purified FXIa, Boc-Glu-Ala-Arg-AMC fluorogenic substrate. inhibition, % at 5 µM. 220,000 compounds, 0.14% hits. P03951;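 active = inhibition of at least 40%; inactive = inhibition below 40%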;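 note: fluorescence of freed AMC excited at 355 nm; 0% = enzyme without compound and 100% = no enzyme blank; many of its hits are not listed in these tables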
PERK inh = human PERK inhibition, primary cell-based screen. Q9NZJ5. CHO PERK-DD fusion, SEAP luminescence translation reporter. inhibition, % at 5.6 µM. 220,000 compounds, 0.17% hits;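 active = inhibition above the mean inhibition of all tested compounds plus 3 SD, set separately per screening campaign, cut at about 2.9% in these data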;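 note: PERK kinase domain activated by AP20187 dimerizer at 100 nM; 0% = DMSO with dimerizer and 100% = rapamycin at 8.4 µM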
Rad51 HR inh = Rad51 (human) homologous recombination inhibition; inhibition, % at 10 µM; AID 1385; hRad51 DNA strand exchange, fluorescence dequenching; 200,000 compounds, 0.085% hits;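 active = inhibition above 40% at the single screening dose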;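 note: 0% = DMSO control wells and 100% = blanks with heterologous ssDNA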
Target sequence (Q06609 whole entry, looked up): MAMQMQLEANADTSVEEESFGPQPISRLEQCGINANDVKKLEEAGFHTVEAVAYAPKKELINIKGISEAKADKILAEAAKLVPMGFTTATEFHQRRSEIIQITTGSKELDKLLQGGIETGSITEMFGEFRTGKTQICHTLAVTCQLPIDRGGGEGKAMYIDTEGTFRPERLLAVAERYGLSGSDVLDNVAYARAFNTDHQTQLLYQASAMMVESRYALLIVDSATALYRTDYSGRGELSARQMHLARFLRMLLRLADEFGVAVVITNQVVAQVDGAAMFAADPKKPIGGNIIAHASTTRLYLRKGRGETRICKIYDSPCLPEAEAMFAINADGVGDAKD
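System: human Rad51 nucleoprotein filaments preassembled on unlabelled ssDNA. Reagent: labelled 47-mer dsDNA for strand exchange. Schedule: 30-min compound preincubation and 15-min exchange, both room temperature. Measured by: FRET fluorescence dequenching, excitation 485 nm, emission 520 nm. Read-out: Fluorescence-based percent inhibition, control- and blank-normalised. Benchmarks: plate controls and plate blanks.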
An asterisk follows results filed as active; i = inactive; x = no result given; [ ] = another dose, or the depositor's remark.

Every second line gives: FXIIa inh	Furin inhibitor	thrombin 1536	Cl transport mod	m-calpain inh	KLK5 inh	FXIa inh	PERK inh	Rad51 HR inh
1) CCOc1ccc(NC(=O)CC2C(=O)N(CC)C(=S)N2CCNC(C)=O)cc1 (stereo unspecified)
    5	-24	-7	1.3	-12	-15	8	0.8	8
2) O=C(CNC(=O)c1ccc(S(=O)(=O)N2CCCC2)cc1)N/N=C/c1ccccc1
    5	-14	-5	-0.21	5	-19	-2	0.5	0
3) Cc1ccc(N/N=C2\CS(=O)(=O)N(C)c3ccsc32)cc1
    11	-18	0	x	-82	13	2	0.6	4
4) Cc1cccc(C)c1OCC(=O)NC(Cc1c[nH]c2ccccc12)C(=O)O (stereo unspecified)
    1	-22	-10	0.075	-22	2	0	0.5	6
5) CCOC(=O)/C(C#N)=C1/C=CN(c2ccc(C)cc2)C=N1
    16	-16[20 µM]	10	0.96	-15	-10	-1	0.5	-1
6) CCN(CC)c1ccc(NC(=O)CN2CCN(S(=O)(=O)c3cc(Cl)ccc3OC)CC2)cc1
    9	-18[20 µM]	-2	-0.54	17	-6	4	-1.3	-1
7) CCOc1ccc(C2/C(=C(\O)c3ccc(OC)c(OC)c3)C(=O)C(=O)N2c2cc(C)on2)cc1OC (stereo unspecified)
    10	0	1	0.41	-16	-9	1	-0.5	-3
8) O=C(CN1CCCCC1)Nc1cccc(Cl)c1
    5	-17	-5	x	-18	x	-5	0.9	x
9) NC(=O)C1CCN(C(=O)c2ccc3c(=O)n(Cc4ccco4)c(SCC(=O)c4ccc(F)cc4)nc3c2)CC1
    2	-4	-4	0.56	-11	12	-6	-0.1	-8
10) Cc1nc2ccccn2c1C(=O)NN=C1CCCC1
    4	-27	-2	0.18	-34	0	-1	-0.2	0
11) COc1cc(C)nc(NCc2ccccc2)n1
    16	-30[20 µM]	1	x	-25	6	4	1.1	4
12) CCOC(=O)c1c(C)n(C)c2ccc(OC(=O)c3ccco3)cc12
    11	-24[20 µM]	-5	-0.12	-4	23	-7	0.6	7
13) c1ccc(C(Cc2nc(-c3ccccn3)no2)c2ccccc2)cc1
    24	-5[20 µM]	0	0.1	5	-12	16	-1.7	1
14) Cc1cc(C(=O)O)c(CSCc2cc(C(=O)O)oc2C)o1
    4	-14[20 µM]	-4	1.1	-2	-21	-2	0.3	-9
15) CCC1=NN=C(c2ccc(F)cc2)C(c2c[nH]c3ccccc23)N1O (stereo unspecified)
    14	-18[20 µM]	0	0.26	22	-5	6	0.5	3
16) COc1cc2c3c(c1)c(C1=NC(=S)NC1=O)c(O)n3C(C)(C)C=C2C
    10	-15[20 µM]	2	x	25	4	4	-0.7	3
17) Cc1ccc(Cl)cc1N1CCN(C(=O)CCS(=O)(=O)c2cccc3nonc23)CC1
    13	-8	-3	1.1	-26	-5	2	1.4	-15
18) COC(=O)Cn1c2[n+](c3ccccc31)CC(O)CS2 (stereo unspecified)
    15	-14[20 µM]	-1	0.27	-3	-1	7	0.2	2
19) COc1c2ccoc2nc2c(OC)c(O)ccc12
    11	-21	-15	0.92	-6	-4	1	0.4	-19
20) O=C(CN1C(=O)CCC1=O)Nc1nc(-c2ccc3ccccc3c2)cs1
    7	-24	x	-0.3	-25	-1	2	-0.5	-6

Record cards, as listed above. Values in the order: FXIIa inh | Furin inhibitor | thrombin 1536 | Cl transport mod | m-calpain inh | KLK5 inh | FXIa inh | PERK inh | Rad51 HR inh
COC(=O)Cn1c2[n+](c3ccccc31)CC(O)CS2 (stereo unspecified) as listed: 15 | -14[20 µM] | -1 | 0.27 | -3 | -1 | 7 | 0.2 | 2
c1ccc(C(Cc2nc(-c3ccccn3)no2)c2ccccc2)cc1 as listed: 24 | -5[20 µM] | 0 | 0.1 | 5 | -12 | 16 | -1.7 | 1

Further results follow.
Every second line gives: FXIIa inh	Furin inhibitor	thrombin 1536	Cl transport mod	m-calpain inh	KLK5 inh	FXIa inh	PERK inh	Rad51 HR inh
21) CCOC(=O)CN1C(=O)N[C@@H](c2ccccc2)C(C(C)=O)=C1C
    27	-9	7	0.33	24	6	16	0.6	-2
22) N#Cc1ccc(C(=O)Nc2ccc(S(=O)(=O)NC3=NCCCCC3)cc2)cc1
    -7	-4[20 µM]	-16	0.034	-23	5	2	-0.5	-1
23) Nc1c(C(=O)NCc2ccccc2)sc2nc(N3CCOCC3)c3c(c12)CCCC3
    -10	-21[20 µM]	-9	x	i	-108	-13	-0.6	-2
24) O=C(CN1CCc2ccccc21)NC(c1ccccc1)c1ccccc1
    1	5	-11	-0.028	8	6	-2	-0.6	-3
25) CCOc1ccc(Cc2n[nH]c(=S)n2N)cc1
    9	-13	0	-0.74	-7	-4	8	0.7	x
26) COc1cc(OC)cc(C(=O)NC(=S)NCCc2ccccc2)c1
    27	-14[20 µM]	8	x	21	-11	18	1.1	-2
27) CC1Cc2ccccc2N1CC(=O)NC(=O)NC(C)(C)C (stereo unspecified)
    12	-23	-5	-0.19	-13	-2	-1	0.9	-42
28) CCOc1ccc(N2CC(O)Cn3c2nc2c3c(=O)n(CCCc3ccccc3)c(=O)n2C)cc1 (stereo unspecified)
    -8	-12	-3	0.44	-5	-4	-8	-1.1	-4
29) O=C1c2ccc(-c3nc4ccccc4o3)cc2C(=O)N1Cc1cccnc1
    x	-19[20 µM]	x	0.38	x	x	x	0.8	1
30) Cc1ccc(OC(=O)Cn2c(C(F)(F)F)nc3ccccc32)cc1
    14	-15	3	-0.27	-38	-27	3	0.1	-12
31) NCCSc1c(-c2ccccc2)[nH]c2ccccc12
    10	-21	0	-0.18	-54	6	3	1.1	5
32) CC(C)(C)c1ccc(C(=O)NC(=S)NCC2CCCO2)cc1 (stereo unspecified)
    17	-8	-4	0.002	10	-9	6	0.4	2
33) COC(=O)c1cc(OC)c(OC)cc1NC(=O)c1cc(-c2ccccc2)nc2ccccc12
    13	-25	1	x	-114	3	1	2.1	x
34) Cc1c(NC(=O)C2CC(c3c(F)cccc3Cl)=NO2)c(=O)n(-c2ccccc2)n1C (stereo unspecified)
    7	-12[20 µM]	-6	-0.27	-28	-7	2	0.2	2
35) CN(C)CCC(c1ccccc1)c1ccccn1 (stereo unspecified)
    15	-9	-3	0.78	1	-6	6	0.1	-3
36) OCCCc1cn(-c2ccccc2)c2ccccc12
    6	-20	15	0.84	-25	1	-1	0.5	10
37) CC(C)CC(OC(=O)c1ccco1)C(=O)NC1CCCCC1 (stereo unspecified)
    5	-19[20 µM]	2	2.5	10	-20	6	0.0	13
38) CC(=O)c1cc(C#N)c(NCc2cc(-c3ccccc3)no2)nc1C
    7	-30	-8	0.54	10	-5	-2	0.5	3
39) CC12CN3CC(C)(CN(C1)C3c1ccc(Cl)cc1)C2 (stereo unspecified)
    1	-15	-7	-0.79	-28	7	1	1.1	7
40) Cc1ccc(NCN2C(=O)C3C4C=CC(C4)C3C2=O)cc1 (stereo unspecified)
    3	-2	1	0.6	20	1	9	0.4	-4
41) CN(CC(=O)NC1CCCCCC1)S(=O)(=O)c1cnc[nH]1
    9	-24	4	1.3	-17	-2	-1	1.4	2
42) COC(=O)c1cc(OC)c(OC)cc1NCC(=O)Nc1ccc(OC)c(OC)c1
    2	-10	-6	0.12	-20	-10	-2	-1.0	0
43) COCCNC(=O)c1ccccc1NC(=O)c1ccccc1N(C)S(C)(=O)=O
    5	-12	-12	0.47	-2	-17	2	0.8	1
44) COc1ccc(C=O)cc1Cn1c(=O)n(CCC(=O)NCc2ccco2)c(=O)c2sccc21
    6	-20	0	0.12	-24	-17	-4	-0.2	-7
45) CC(=O)c1cn(Cc2ccccc2)c(=O)[nH]c1=O
    0	-12	-5	1.1	0	-2	-3	1.0	3
46) CCOc1ccc(NC(=O)NC2CCOC(C)(C)C2)cc1 (stereo unspecified)
    6	-16	-3	0.031	-10	0	5	0.1	3
47) COC(=O)c1sc2ccccc2c1NC(=O)c1ccc(S(=O)(=O)N2CC(C)CC(C)C2)cc1 (stereo unspecified)
    5	-20	-3	0.33	-96	-11	5	-0.2	x
48) COc1ccc(N(CC(=O)NCc2ccc3c(c2)OCO3)S(=O)(=O)c2c(C)nn(C)c2C)cc1
    0	-19	-6	-1.3	-29	12	-6	0.1	-1
49) COC(=O)c1cc2c(ccn2-c2ccc(F)cc2)n1Cc1cccc(OC)c1
    10	-16	-1	-0.29	-5	-18	3	1.2	4
50) O=C(CSc1nc2ccccc2o1)N1CCN(c2ccc(Cl)cc2)CC1
    17	-7[20 µM]	-13	0.21	1	-4	19	0.3	-1
51) Cc1nn(C)cc1/C=N/NC(=O)c1ccc2c(c1)OCO2
    19	-4[20 µM]	2	1.6	27	-2	2	0.1	2
52) Cc1nc(NC(=O)/C=C/c2ccc(C(C)(C)C)cc2)sc1C(=O)N(C)C
    7	2	-12	-0.89	-21	-16	4	0.7	3
53) COCCCN(CC(=O)Nc1ccc(N2CCOCC2)cc1)S(=O)(=O)c1ccc(Cl)cc1
    3	-13	-6	0.89	8	-5	-4	-1.0	4
54) COc1ccc(NC(=O)Cc2ccccc2)cn1
    -1	-22	1	-0.49	-17	-19	5	0.2	3
55) COc1ccc(Oc2cccc(Cl)c2CNC(=O)CC(C)(C)CC(=O)O)cc1
    4	-7	-5	x	4	-5	-2	0.7	-3
56) COc1ccc(N/C(=C(/C(Cl)=C(Cl)Cl)[N+](=O)[O-])n2nnc3ccccc32)cc1
    8	-20[20 µM]	4	-2.2	i	-12	4	0.2	-1
57) COc1cc(C2CC(=O)n3c(nc4ccccc43)S2)cc(OC)c1OC (stereo unspecified)
    18	-17[20 µM]	7	0.39	4	-5	9	-0.4	0
58) COc1ccc(C(=O)/C=C/c2ccc(N3CCCCC3)c([N+](=O)[O-])c2)cc1
    9	-16	-3	-0.41	-11	2	3	1.3	2
59) Cc1ccccc1NC(=S)N1CCN(Cc2ccc3c(c2)OCO3)CC1
    4	-19	-11	1.2	-5	-7	-2	0.8	-14

Down the list, from the results shown:
Nos. 51 to 59 in FXIa inh read 2, 4, -4, 5, -2, 4, 9, 3, -2
Nos. 51 to 59 in FXIIa inh read 19, 7, 3, -1, 4, 8, 18, 9, 4

Screens from PubChem.

Some of the compounds tested; rates above refer to the full screens.
